# Compound activity: PubChem, several laboratories
# TWEAK Fn14 block: TWEAK-Fn14 signaling inhibition; inhibition, % at 10 µM; TWEAK-stimulated Fn14 reporter cells, luciferase luminescence, 8 h; 360,000 compounds, 2% hits; AID 1159606; in the data active means inhibition above about 50%
# CF NFkB inh: inhibitors of cystic fibrosis induced NF-kB; AID 588850; inhibition, % at 5 µM; 360,000 compounds, 0.86% hits; KKLEB NF-kB-GFP reporter, PAF-induced, GFP fluorescence overnight;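 active means at least 50% inhibition at 5 µM, scaled per plate between neutral and stimulator controls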;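 further: PAF is a Pseudomonas aeruginosa culture filtrate used as stimulus; plate controls were PAF-stimulated DMSO wells for no effect and unstimulated DMSO wells for full effect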
# Shn3 inh set2: Schnurri-3 reporter inhibition in Clone20 osteoblasts. AID 588674. Clone20 osteoblast Shn3 3'UTR firefly luciferase, 24 h. inhibition, % at 12.5 µM. 360,000 compounds, 0.52% hits;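 active means mean inhibition of at least 75% with every replicate also reaching 75%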;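 further: 0% = median of neutral control wells and 100% = pilot-screen positive control compound; some compounds past the cut are filed as inactive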
# hiPSC survival: increases survival of single human iPS cells; 360,000 compounds, 0.044% hits; survival enhancement, % at 20 µM; hiPSC single-cell survival, ATPlite luminescence; 100% = ROCK inhibitor wells, 0% = DMSO; in the data active means survival enhancement above about 18%;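 further: cells exposed to compounds for 16 hours before the ATP read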
# KKLEB cytotox: CF airway cell cytotoxicity counter-screen; 360,000 compounds, 0.36% hits; KKLEB CF airway cells viability, ATPlite luminescence, overnight; hits give low values; cells stimulated with P. aeruginosa culture filtrate; AID 602141; activity change (cytotoxicity), % at 5 µM;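 active means corrected activity change at or below -50% at 5 µM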
# Peg3 prom inh: inhibitors of Peg3 promoter. AID 588405. inhibition, % at 20 µM. 360,000 compounds, 1.7% hits. HeLa PEG-Prom luciferase reporter, luminescence, overnight;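 active means inhibition of at least 50% at 20 µM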
# aDG glyco up: increases alpha dystroglycan glycosylation; Pro5-aDG cells, alpha-DG glycosylation AlphaScreen (IIH6); 0% Pro5, 100% B10-LARGE cell signal; activation, % at 10 µM; 360,000 compounds, 0.22% hits; AID 624168;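 active means activation of at least 8% versus controls, or a plate z-score of at least 8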;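 further: Pro5 are CHO cells carrying HIG-tagged alpha-DG that lacks glycosylation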
# NR2E3 ag-1: agonists of human nuclear receptor NR2E3 | Q9Y5X4 | GST-NR2E3/biotin-RetCOR TR-FRET, 1536-well | inhibition of corepressor binding, % at 4.78 µM | 320,000 compounds, 0.12% hits | AID 2300;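 active means percent inhibition above the cutoff of mean plus 3 SD of all tested compounds, set per screening campaign, cut at about 20% in these data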;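 further: 0% = DMSO wells and 100% = biotin wells as full block of FRET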
# Target sequence (Q9Y5X4 whole entry, looked up): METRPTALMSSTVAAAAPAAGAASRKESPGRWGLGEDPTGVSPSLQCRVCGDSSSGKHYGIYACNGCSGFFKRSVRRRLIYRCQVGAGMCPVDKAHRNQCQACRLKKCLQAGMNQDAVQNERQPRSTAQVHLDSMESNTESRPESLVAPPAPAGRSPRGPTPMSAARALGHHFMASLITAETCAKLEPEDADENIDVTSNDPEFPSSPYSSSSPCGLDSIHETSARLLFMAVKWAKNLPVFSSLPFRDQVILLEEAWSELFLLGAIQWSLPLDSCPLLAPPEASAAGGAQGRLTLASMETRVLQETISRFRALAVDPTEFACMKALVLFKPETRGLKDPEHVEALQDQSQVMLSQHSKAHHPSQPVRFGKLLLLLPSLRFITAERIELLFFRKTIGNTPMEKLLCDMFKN
#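 Material – GST-tagged NR2E3 plus biotinylated RetCOR corepressor · Quantity – NR2E3 fusion 1.35 nM · Times – 5 h incubation at 4 °C · Medium – pH 7.5 Tris-based buffer · Technique – TR-FRET, Eu(K)-anti-GST donor, streptavidin-D2 acceptor, ex 340, em 617/671 nm · Benchmarks – high control biotin, low control 0.6% DMSO · Format – 1536-well plates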
# HIF-2a block: HIF-2a inhibition. 786-0 RCC cells HIF-2a reporter, luciferase luminescence, overnight. 360,000 compounds, 0.72% hits. inhibition, % at 18.8 µM;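 active means inhibition of the luminescence signal of 40% or more relative to plate controls, in a single-dose primary screen at 18.75 µM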
# TRPM1 prom inh: inhibitors of MITF-driven TRPM1 promoter in melanoma cells. SK-MEL-5 TRPM1 promoter luciferase, 24 h. inhibition, % at 12.5 µM. 330,000 compounds, 0.83% hits. AID 488899;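 active means mean inhibition across replicates of 60% or more, whatever share of single replicates reaches that level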; further: values of inactives mirror those of a sister screen read the other way
# NR2E3 ag-2: agonists of human NR2E3 nuclear receptor | Q9Y5X4 | CHO-S Gal4-NCOR/VP16-NR2E3 two-hybrid, luciferase | inhibition of corepressor binding, % at 3.98 µM | 360,000 compounds, 0.35% hits | AID 602229;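 active means inhibition above the mean of all tested compounds plus 3 SD, cut at about 70% in these data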;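 further: 0% = DMSO with NR2E3 transfected cells and 100% = cells lacking NR2E3 construct; higher means lower luciferase signal from less NR2E3 corepressor binding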
# Numbers without * were called inactive; x = not tested or not shown; & = joins results of further samples. Outcome played no part in choosing rows, and some 4.4% of all compounds hit somewhere here.
SMILES,TWEAK Fn14 block,CF NFkB inh,Shn3 inh set2,hiPSC survival,KKLEB cytotox,Peg3 prom inh,aDG glyco up,NR2E3 ag-1,HIF-2a block,TRPM1 prom inh,NR2E3 ag-2
COc1ccccc1CN1CC(C(=O)N2CCC(OC)CC2)CCC1=O (stereo not given),17,-9,-13,-0.5,6,-11,-0.3,0,-14,0,-29
O=C(NCCO)C(c1ccccc1)c1ccccc1,-2,4,-1,-2.3,5,0,0.0,0,19,-3,-22
Cc1ccc(NC(=O)C2(C)CCN2C(=O)C2(c3ccc(Cl)cc3)CC2)cc1 (stereo not given),11,14,6,-0.6,-13,19,-0.1,x,4,x,-6
CCOc1ccc(OCC(O)CN2CCc3ccccc3C2)cc1 (stereo not given),5,-8,-9,0.2,-3,4,1.9,-2,8,3,-2
CC(=O)Nc1ccc(N2C(=O)CC(c3ccccc3)CC2=O)cc1,-3,6,36,-1.0,-5,11,-0.1,4,8,13,-1
Brc1ccc2ncnc(NCc3cccnc3)c2c1,62*,57*,21,-0.5,-16,-9,0.4,-3,-3,-1,-12
CC[C@H](CO)Nc1nc(Nc2cccc(Cl)c2)c2ncn(C(C)C)c2n1,71*,68*,41,-2.4,-20,94*,0.6,3,-5,32,92*
Cc1nn(-c2ccccc2)c(N2CCCC2)c1/C=N/NC(=S)Nc1cc(C(F)(F)F)ccc1Cl,10,3,15,-0.3,-2,-38,-0.2,1,-38,-5,-26
Cc1cc(NC(=O)COc2ccccc2C)ccc1NC(=O)c1cccs1,4,0,14,0.1,8,-12,0.0,0,-29,-3,-5
CC(=O)c1sc(NC(=O)CN2C(=O)C3CCCCC3C2=O)nc1-c1ccccc1 (stereo not given),4,4,-1,-2.3,9,1,-0.1,2,13,3,-16
O=C(CSc1ncnc2nc[nH]c12)c1ccc([N+](=O)[O-])cc1,-4,0,-9,0.1,0,8,-0.2,7,12,0,9
CSC1=NCCN1C(=O)c1ccc(S(=O)(=O)N(C)C)cc1,-12,-3,3,-0.4,-2,8,0.0,2,7,4,-24
CSc1ccc(/C=N/NC(=O)CN2CCN(Cc3ccc(C)cc3)CC2)cc1,-25,-11,-42,-2.4,4,-27,0.1,0,-17,-7,-24
CC(=O)c1cccc(CN2CCCC(N3CCN(c4ccccc4F)CC3)C2)c1 (stereo not given),22,-6,-5,-0.4,16,-1,0.0,8,12,3,-5
CCCCCCc1nc2ccccc2c(=O)n1NC(=O)c1c(O)c2c(n(CC(C)C)c1=O)CCCC2,14,23,14,2.6,-6,15,6.3*,1,25,6,-19
COc1cccc(NC(=O)Nc2ccccc2SC)c1,-16,-26,-48,3.8,12,-122,2.2,5,-168,-6,-45
Cc1cccc(N(CC(=O)Nc2c(C)n(C)n(-c3ccccc3)c2=O)S(C)(=O)=O)c1,2,4,-1,1.1,3,20,0.2,-4,3,-6,9
CCOC(=O)c1c(-c2ccccc2)c[nH]c1C,-25,-16,-16,-2.3,-9,-84,-0.2,x,-138,-36,-29
CN(C(=O)CSc1nnc(N)s1)C1CCCCC1,6,-10,-7,0.0,2,-10,0.2,-1,-16,10,-41
CN(C)c1ccc(C(CNC(=O)Cc2cccc3ccccc23)N(C)C)cc1 (stereo not given),6,4,-11,0.2,0,-33,-0.1,0,-2,-4,-16
Cc1ccc(C(=O)C[n+]2cc(-c3ccccc3)n3c2CCCCC3)cc1,7&-4,-4&-4,39&2,-0.4&-0.9,-2&-12,14&23,-0.2&0.0,1&-3,15&8,49&17,-11&5
CN(c1ccccc1)S(=O)(=O)c1ccc(C(=O)Nc2nnc(C3=COCCO3)o2)cc1,6,-7,-6,3.5,3,12,-0.8,0,28,-6,4
COc1ccc2[nH]c(C(=O)NCCN3CCOCC3)cc2c1,-10,7,-8,-0.4,1,12,-0.2,-3,4,21,7
CCNc1nc(OCC)nc(N2CCC(Cc3ccccc3)CC2)n1,-5,-1,-13,1.5,1,18,0.3,1,25,-14,-13
Cc1ccc(-c2nc3c(c(=O)c4ccccc4n3C)c(=O)n2Cc2ccco2)cc1,-21,-10,x,0.2,7,-7,0.1,1,-12,12,-4
Oc1ccccc1/C=N/n1c2ccccc2c2ccccc21,-3,-17,-2,3.4,3,-4,-0.1,0,-3,18,-38
COC(=O)C1CCN(C(=O)CSc2nc3nc(C)cc(C)n3n2)CC1,17,-6,13,-0.2,-6,-13,0.2,x,8,0,-35
CS(=O)(=O)NCCSCc1ccccc1,6,11,-6,5.1,3,6,0.0,0,18,-4,5
CCOC(=O)c1c(NC(=S)N2CCOCC2)sc2c1CCN(C(=O)OCC)C2,9,4,-108,-0.8,-13,36,-0.4,2,6,x,-22
Cc1ccc(S(=O)(=O)N2CCOCC2)cc1NC(=O)COC(=O)COc1ccc(C#N)cc1,23,-2,-8,-3.0,-5,-13,-0.3,x,-4,x,12
CC1(C)N=C(N)N=C(N)N1CCCCc1ccccc1,12,-17,58,1.7,5,24,-0.1,x,19,41,-23
CCOC(=O)CNC(=O)c1ccc(C#CC2(O)CCCCC2)cc1,-1,-5,-11,-1.3,1,-36,-0.1,1,-48,-23,-25
Cc1ccccc1Cn1c(C)c(C(=O)NCCC#N)sc1=O,-16,-16,1,-3.1,13,-2,-0.2,x,-13,x,3
Cc1c(-n2cc(C(=O)c3cc(F)ccc3O)cc(C#N)c2=O)c(=O)n(-c2ccccc2)n1C,2,9,48,-1.1,4,-2,0.1,1,10,-8,-34
C[C@H]1CN([C@@H](C)CO)S(=O)(=O)c2ccc(Br)cc2O[C@H]1CN(C)C(=O)NC1CCCCC1,-5,-21,-6,0.7,11,5,-0.1,x,16,x,-14
C#CCSC1=C(C#N)C(c2cccs2)C(C(=O)OCC)=C(C)N1 (stereo not given),5,-3,5,0.2,0,-27,-0.3,0,-25,-6,-10
O=C(Nc1cnn(Cc2ccccc2)c1)c1nc2ncccn2n1,-30,5,-34,7.5,0,-94,0.2,-2,-120,-24,2
CC(OC(=O)Cc1ccc(Br)cc1)C(=O)NC1CCCCC1C (stereo not given),0,14,3,0.0,4,0,3.9,1,12,6,6
Cc1ccc2c(c1)c1c3n2CCN=C3CCC1,-32,5,2,0.1,0,24,0.7,-1,-11,5,-29
CCc1noc(C)c1C(=O)Nc1nc(-c2ccc(Cl)cc2Cl)cs1,36,-8,7,1.9,8,29,1.1,0,0,12,-5
CC1(C)CC(NCc2cccc([N+](=O)[O-])c2)CC(C)(C)N1,0,-9,-12,-0.5,-6,-34,0.1,-3,-33,-23,-33
COc1ccc(Br)cc1C(=O)N/N=C/c1ccc([N+](=O)[O-])cc1,-8,35,20,-1.3,-20,17,0.0,0,2,20,21
CCCOP(=O)(c1ccc(N(C)C)cc1)C(O)c1ccc(Cl)cc1Cl (stereo not given),7,-15,12,1.3,6,17,0.1,-1,13,-7,-15
CCOc1ccccc1NC(=O)C1CCCC1,6,-7,-6,-0.1,5,6,0.1,x,12,-15,5
CCOC(=O)c1nnn(CC(=O)Nc2cccc(OC)c2)c1C(=O)OCC,-7,1,-2,4.3,4,21,-0.3,1,8,5,-16
CCOc1ccc(OCCC(=O)OCC(=O)NNC(=O)c2ccccc2)cc1,27,-3,-9,-0.6,11,13,0.0,2,3,6,11
Cn1c(SCC(=O)NC(c2ccccc2)c2ccccc2)nnc1-c1cccs1,-19,-2,13,-1.8,13,3,-0.2,-1,0,-8,-5
Cc1cn([C@H]2C[C@H](O)[C@@H](CCC(=O)NCc3ccc(N(C)C)cc3)O2)c(=O)[nH]c1=O,-5,9,-1,4.7,-2,-1,0.3,x,9,x,-1
CCCCNC(=O)C[C@@H]1C[C@@]2(C(=O)OC)CCCCC=C2N(CCC2=CCCCC2)C1=O,3,x,x,0.0,x,x,0.0,x,-9,x,-22
COc1ccccc1N(CC(=O)NCc1cccnc1)S(C)(=O)=O,-9,-12,0,0.1,6,9,-0.1,0,8,4,6
CN(Cc1nnc(SCC(=O)NCCc2ccccc2)n1C)S(=O)(=O)c1ccccc1,-3,-6,-2,1.9,-14,15,0.2,0,16,-1,-28
CC(C)c1cc(CNC(=O)c2cc(COc3cncc(Cl)c3)on2)on1,18,20,-4,-0.5,6,-69,1.4,x,-52,-15,-38
N#CCCSc1nc(N2CCOCC2)c2c(c1C#N)CCCC2,-11,15,27,-1.8,-15,21,6.3,0,17,-3,-46
COc1ccc(C(=O)Nc2ccccc2C(=O)N2CCCCCC2)cc1,5,-10,1,0.8,-3,8,0.0,3,5,13,10
Cc1ccc(C(C)C)c(OCc2ccc(C(=O)N/N=C/c3ccc(C(=O)O)cc3)cc2)c1,11,8,8,-0.7,-1,-83,-0.1,5,67*,-4,-46
COc1ccccc1Oc1ccc2c(c1)C(=O)N(c1cccc(O)c1)C2=O,-1,16,-18,2.1,-2,-29,0.0,3,-31,-28,-58
Cc1ccc(C)c(NC2=NC3(CCCCC3)N=C(N)N2)c1,-2,5,28,-1.8,8,8,0.0,0,19,8,11
Cc1ccc(CN=C2Nc3ccccc3CS2)cc1,33,2,-8,-3.1,-24,-209,0.1,-3,-145,-11,-99
CCOC(=O)c1c(C)n(C)c2cc([N+](=O)[O-])c(O)c([N+](=O)[O-])c12,1,-17,x,-0.5,1,0,-0.2,1,16,1,-39
COc1cc(-c2nc(CN(C)Cc3nnc(C)o3)c(C)o2)ccc1F,-22,-22,-49,0.0,-1,2,0.3,2,10,2,-13

# (next part)
SMILES,TWEAK Fn14 block,CF NFkB inh,Shn3 inh set2,hiPSC survival,KKLEB cytotox,Peg3 prom inh,aDG glyco up,NR2E3 ag-1,HIF-2a block,TRPM1 prom inh,NR2E3 ag-2
Cc1cc(C(=O)OC(C)C(=O)Nc2nc(-c3ccccc3)cs2)c(C)o1 (stereo not given),-35,0,-5,-0.4,4,-22,0.1,7,-67,2,-50
CC(=O)/C(N=Nc1cc2c(cc1[N+](=O)[O-])OCCO2)=C(\C)O,-36,-68,3,4.6,-1,8,-0.3,-2,6,-5,-29
CC(C)CCNC(=O)c1ccc(C2SCC(=O)N2Cc2ccco2)cc1 (stereo not given),-22,-6,15,-2.0,5,2,-0.3,-3,-7,3,17
Cc1cc(NS(=O)(=O)c2ccc(NC(=O)C(F)(F)F)cc2)nc(C)n1,-1,3,5,0.4,5,10,-0.1,-2,23,-2,0
COc1ccc(C(=O)Nc2ccc(S(=O)(=O)Nc3cnc4ccccc4n3)cc2)cc1,13,7,7,-0.1,-12,14,0.0,3,20,0,3
